Screening data as filed in PubChem.
Wnt act = Wnt/beta-catenin pathway activators, primary screen, cell-based, plate reader, single point; Wnt/beta-catenin reporter cell assay, activator; 300,000 tested, 1.2% active; AID 743398, 2014; activation, % at 9.35 µM; in the data active = activation above about 30%, passing the limit was not always enough;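 note: 0% = neutral control wells and 100% = positive control wells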
MOR-DOR ag = agonists of OPRM1-OPRD1 heterodimerization, primary screen, cell-based, luminescence; 340,000 tested, 0.3% active; activation, % at 9.3 µM; AID 504326, 2011; cells; Mu-type opioid receptor (Homo sapiens) + Delta-type opioid receptor (Homo sapiens), …; in the data active = activation above about 18%;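 note: 0% = vehicle-treated cells and 100% = reference agonist; values of inactives mirror those of a sister screen read the other way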
C-LANA FP = inhibitors of KSHV C-LANA binding to DNA, primary screen, biochemical, fluorescence polarization, FAM-LBS DNA, MBP-C-LANA, single point | inhibition, % at 9 µM | Kaposi's sarcoma herpesvirus LANA C-terminal domain (residues 932-1162) DNA binding | 340,000 tested, 0.078% active | AID 504423, 2011;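 active = highest replicate inhibition at or above 60% at 9 µM, even if other replicates fall short; inactive = all replicates below 60% inhibition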;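 note: 0% = neutral control wells and 100% = 4 µM acridine orange control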
Keap1-Nrf2 PPI = Keap1-Nrf2 protein-protein interaction inhibitors, primary screen, biochemical, fluorescence polarization, single point; Kelch-like ECH-associated protein 1 (Homo sapiens), Q14145; Keap1 Kelch-Nrf2 peptide fluorescence polarization, 1536-well; inhibition, % at 9.4 µM; 340,000 tested, 0.15% active; AID 504523, 2011; in the data active = inhibition above about 12%;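 note: human Keap1 Kelch domain with fluorescein labeled Nrf2 9mer peptide probe; 0% = neutral control wells and 100% = peptide positive control; higher means more block of Keap1 binding to Nrf2 peptide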
RTF Ca sens inh = cardiac RTF calcium sensitivity inhibitors, primary screen, biochemical, IANBD-TnC fluorescence, EC70 calcium; 340,000 tested, 0.12% active; IANBD-labeled cardiac RTF, Ca2+ fluorescence; AID 493244, 2011; Troponin I, cardiac muscle (Homo sapiens) + Troponin T, cardiac muscle (Homo sapiens) + …; inhibition, % at 7.15 µM;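 active = inhibition above the mean inhibition of all tested compounds plus 3 SD, cut at about 17% in these data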;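 note: assay run at fixed EC70 calcium of 1.6 mM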
Arrestin-AP2 inh = inhibitors of beta-arrestin/AP2 binding, primary screen, biochemical, GPCR trafficking, flow cytometry | beta-arrestin 1 C-terminal peptide binding to AP2 beta2-adaptin appendage (human) | FITC-arrestin peptide / GST-AP2 beads; AP2 beta2 appendage carries R879A mutation | inhibition, % at 10 µM | 340,000 tested, 0.31% active;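 active = inhibition above a set limit, near 3 SD of compounds lacking own fluorescence, cut at about 54% in these data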;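 note: plate controls were DMSO wells for no effect and 5 µM unlabelled arrestin peptide for full effect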
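Measured by: flow cytometry, FL1 (488/535 nm); Material: AP2 appendage R879A on GSH beads; Evaluation: percent response; Timing: pre-incubation 12 min, peptide binding 1 h, room temperature; Also added: 50 nM FITC-arrestin peptide; Medium: PBS with 0.05% Tween 20 and 0.1% BSA.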
V-ATPase pHluor = regulators of yeast V-ATPase proton pumping, primary screen, pHLuorin cytosolic pH fluorescence; S. cerevisiae; response, % at 10 µM; 350,000 tested, 0.37% active; AID 504577, 2011; in the data active = response mostly above about 7.3%, no sharp cut-off; inactive = mostly below about 5.4%; note: actives read high; inactives centre near 0; some compounds called inactive have numbers as strong as hits; reference of the scale not given here
cardiac RTF act = cardiac RTF calcium sensitivity activators, primary screen, biochemical, IANBD-TnC fluorescence, EC20 calcium. Troponin I, cardiac muscle (Homo sapiens) + Troponin T, cardiac muscle (Homo sapiens) + …. IANBD-labeled TnC RTF fluorescence at EC20 calcium; 0% EC20 calcium, 100% full calcium. activation, % at 7.2 µM. 340,000 tested, 0.24% active. AID 493008, 2010;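 active = activation above the mean over all tested compounds plus 3 SD, cut at about 30% in these data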;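 note: rise in fluorescence read as greater calcium sensitivity of cardiac thin filaments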
DSG3 Ab inh = inhibitors of pemphigus antibody binding to DSG3, primary screen, biochemical, bead-based, flow cytometry, scFv-GFP; Desmoglein-3 (Homo sapiens), P32926; DSG3-coupled beads, scFv-anti-DSG3-GFP binding; stronger effect = lower value; binding (percent of control), % at 10 µM; 310,000 tested, 0.48% active; AID 588358, 2011;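 active = binding more than 3 SD below its plate's average and above zero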;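 note: hits lower antibody fragment binding to DSG3; some compounds called inactive have numbers as strong as hits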
Target sequence (P32926 whole entry, looked up, the tested form may be a part): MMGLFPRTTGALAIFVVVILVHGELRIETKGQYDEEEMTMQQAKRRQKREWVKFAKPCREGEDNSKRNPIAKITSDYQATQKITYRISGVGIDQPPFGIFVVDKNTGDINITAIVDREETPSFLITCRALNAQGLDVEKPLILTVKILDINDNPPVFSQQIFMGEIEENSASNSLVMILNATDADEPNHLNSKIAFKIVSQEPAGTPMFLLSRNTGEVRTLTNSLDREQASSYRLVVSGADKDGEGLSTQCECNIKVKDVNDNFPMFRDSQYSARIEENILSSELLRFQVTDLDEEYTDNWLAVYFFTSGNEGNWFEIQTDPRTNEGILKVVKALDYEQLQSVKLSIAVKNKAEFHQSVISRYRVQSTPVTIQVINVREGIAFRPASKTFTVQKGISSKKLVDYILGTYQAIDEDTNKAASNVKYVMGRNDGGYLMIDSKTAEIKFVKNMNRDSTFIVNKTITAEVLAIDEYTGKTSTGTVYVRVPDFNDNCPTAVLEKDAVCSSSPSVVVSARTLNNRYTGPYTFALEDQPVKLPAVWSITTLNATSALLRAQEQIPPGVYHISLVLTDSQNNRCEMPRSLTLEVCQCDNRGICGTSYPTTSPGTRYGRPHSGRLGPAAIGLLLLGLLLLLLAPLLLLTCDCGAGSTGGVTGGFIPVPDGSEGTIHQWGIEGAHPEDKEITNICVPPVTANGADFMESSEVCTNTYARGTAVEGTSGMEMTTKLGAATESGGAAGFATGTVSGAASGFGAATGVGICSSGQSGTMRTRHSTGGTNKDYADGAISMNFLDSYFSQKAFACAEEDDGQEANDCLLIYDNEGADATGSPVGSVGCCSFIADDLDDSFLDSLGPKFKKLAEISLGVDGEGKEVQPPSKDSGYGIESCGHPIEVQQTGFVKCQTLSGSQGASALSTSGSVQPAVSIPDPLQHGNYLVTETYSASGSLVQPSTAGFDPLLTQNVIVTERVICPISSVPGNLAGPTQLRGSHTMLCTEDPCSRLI
OPRM1-OPRD1 inv = inverse agonists of MOR-DOR heterodimerization, primary screen, cell-based, luminescence; Mu-type opioid receptor (Homo sapiens) + Delta-type opioid receptor (Homo sapiens), …; cell-based MOR-DOR heterodimer luminescence, inverse agonism; inhibition, % at 9.3 µM; 340,000 tested, 0.21% active; in the data active = inhibition above about 22%, passing the limit was not always enough;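 note: 0% = cells with DMSO and 100% = wells without cells with DMSO; values of inactives mirror those of a sister screen read the other way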
Starred values were filed as active, the others as inactive; / = not tested or not shown.

item | SMILES | Wnt act | MOR-DOR ag | C-LANA FP | Keap1-Nrf2 PPI | RTF Ca sens inh | Arrestin-AP2 inh | V-ATPase pHluor | cardiac RTF act | DSG3 Ab inh | OPRM1-OPRD1 inv
1 | CC(=O)N1CC(=O)N(OCc2ccccc2)C1c1ccc(Cl)cc1Cl (centres undefined) | 3 | 1.6 | -1.6 | -3 | 1 | -4 | 0 | 8 | 104 | -10
2 | O=S(=O)(c1ccccc1)c1nc(-c2cccc(Cl)c2)oc1N1CCOCC1 | -1 | -1.2 | -1.4 | -3 | -3 | 30 | -2 | -2 | 108 | 5
3 | CC(C)(C)c1ccc(COc2ccsc2C(=O)O)cc1 | / | -4.4 | 0.4 | -3 | 9 | -2 | -2 | 2 | 84 | 22
4 | COc1ccc(CN(C)C(=O)c2ccc(Cl)c(S(=O)(=O)NCc3cccnc3)c2)cc1F | -3 | 0.2 | -1.0 | 2 | -5 | -4 | 9 | -3 | 102 | -1
5 | CCn1c(=O)n(CC)c2cc(N3CCCC3)c(NC(=O)c3ccccc3)cc21 | 0 | -0.7 | -0.1 | -3 | -1 | 8 | -2 | -2 | 95 | 3
6 | Cc1cccc(-c2noc(CN(C(=O)C(c3ccccc3)c3ccccc3)C(C)C)n2)c1 | -4 | -1.1 | 1.3 | -2 | -6 | 5 | -6 | 2 | 103 | 6
7 | Cc1cccc(NC(=O)C2CC(O)CN2C(=O)OCc2ccccc2)c1 (centres undefined) | / | -1.6 | -0.9 | 1 | 4 | 4 | 2 | 2 | 111 | 9
8 | Cc1ccc(C(=O)O[C@H](C(=O)O)[C@H](OC(=O)c2ccc(C)cc2)C(=O)O)cc1 | 0 | -1.8 | -2.2 | 3 | -7 | 5 | -2 | 2 | 102 | 8
9 | CC(=O)c1c(C)n(C)c2ccc(O)cc12 | / | -2.6 | 1.4 | 2 | 2 | 17 | 1 | 6 | 114 | 15
10 | CCSc1n[nH]c2nc3c(c(=O)n12)C1(CCCC1)Cc1ccccc1-3 | / | 2.0 | 0.2 | -5 | -2 | -3 | 3 | 1 | 105 | -11
11 | O=C(NCC1COc2ccccc2O1)c1cc(S(=O)(=O)N2CCOCC2)ccc1F (centres undefined) | -1 | -0.8 | -1.2 | -3 | -8 | -13 | -1 | 4 | 113 | 5
12 | Cc1ccc(C2=NS(=O)(=O)N(C)C(C(=O)Nc3ccc(F)cc3F)=C2)cc1 | -3 | 2.7 | -0.4 | -4 | -7 | -5 | 2 | 2 | 100 | -16
13 | Cc1cccc(Cn2c(=O)n(Cc3ccco3)c(=O)c3ccccc32)c1 | / | -0.8 | 0.6 | -4 | -17 | -3 | 10 | -3 | / | 3
14 | N#Cc1c(NC(=O)c2cccnc2)sc2c1CCC2 | -9 | -2.2 | 1.0 | -1 | -6 | -1 | 0 | 2 | / | 13
15 | CCCCN(C(=O)CSc1cc(C)c2ccccc2n1)c1c(N)n(Cc2ccccc2)c(=O)[nH]c1=O | -3 | -2.6 | -0.7 | -2 | -7 | -2 | 4 | 1 | 113 | 14
16 | COc1cc(NC(=O)Cc2ccccc2)nc(OC)n1 | / | -2.8 | 0.3 | 1 | -2 | 5 | -2 | -6 | 98 | 14
17 | COC(=O)c1ccc(N2C(=O)CC(Sc3n[nH]c(C)n3)C2=O)cc1 (centres undefined) | / | 0.8 | -1.1 | -1 | -9 | 34 | / | 0 | 102 | -3
18 | COc1ccc2[nH]c(CN3CCC(n4nccc4NC(=O)C4CC4)CC3)c(C)c2c1 | 0 | -1.6 | 0.3 | -1 | -3 | 38 | 0 | 5 | 107 | 9
19 | COc1cc(C(C)=O)ccc1COc1ccc(C(=O)OCC(N)=O)cc1OC | -1 | -3.9 | 1.7 | 2 | 8 | 29 | -3 | 6 | 94 | 21
20 | CCN(C(=O)CSc1nc(-c2ccccc2)cn1N)c1c(N)n(Cc2ccccc2)c(=O)[nH]c1=O | 3 | -2.3 | -0.8 | -5 | 6 | -5 | 3 | 5 | 100 | 12
21 | O=C(NNC(=S)NCc1ccc(Cl)cc1)c1cccnc1 | 0 | -0.8 | -0.1 | -1 | -1 | -9 | 3 | -1 | 102 | 4
22 | S=c1[nH]nc(CCCc2n[nH]c(=S)o2)o1 | 6 | -3.0 | -2.0 | 1 | 6 | 3 | 1 | -3 | 114 | 16
23 | CCOC(=O)c1ccccc1NC(=O)COC(=O)CSCC(=O)Nc1cc(C)on1 | 0 | -1.7 | -0.4 | 0 | 1 | 1 | 0 | -6 | 100 | 11
24 | COc1cc(OC)c(C(=O)Nc2ccc(S(=O)(=O)Nc3ncccn3)cc2)cc1OC | / | 0.4 | -1.4 | 0 | -1 | 7 | 3 | 3 | 96 | -2
25 | Oc1oc(-c2ccc(Br)cc2)nc1C=Nc1ccc(Br)cn1 | / | -2.7 | -0.6 | -2 | -4 | 44 | 4 | 4 | 92 | 13
26 | COc1ccccc1/C=C(\C)C(=O)c1c(C)cc(C)[nH]c1=O | -2 | 0.8 | -7.5 | -2 | -12 | 30 | 1 | -2 | 106 | -4
27 | O=C(Nc1ccccn1)c1ccc(Cl)c(S(=O)(=O)N2CCc3ccccc32)c1 | 0 | 5.5 | -1.9 | -5 | -6 | -5 | 0 | 2 | 108 | -22
28 | COC(=O)C(C)(C)NC(=O)c1cccs1 | / | -0.8 | -5.0 | -3 | -6 | 7 | 4 | 4 | 103 | 4
29 | Nc1nnnn1/N=C/c1cc([N+](=O)[O-])ccc1O | 1 | -1.2 | -2.9 | -1 | 2 | 3 | 1 | -1 | 93 | 6
30 | CCCCC1(C)OC(=O)C(=Cc2ccc(-c3ccc(Cl)c(C(=O)O)c3)o2)C(=O)O1 (centres undefined) | 4 | 0.3 | 3.4 | -3 | -11 | 4 | 16 | 3 | 102 | -1
31 | CCOC(=O)C(=CNc1ccc2c(c1)c1ccccc1n2CC)C(=O)OCC | 0 | -1.3 | 4.3 | -3 | 1 | -4 | 5 | -1 | 109 | 7
32 | CCOc1ccc(N(CC(=O)NC(C)(C)C)C(=O)c2ccco2)cc1 | 2 | -2.0 | -0.5 | -4 | -3 | 0 | -7 | 2 | 103 | 10
33 | CCOC(=O)C1CCCN(c2oc(-c3ccc(F)cc3)nc2C#N)C1 (centres undefined) | -3 | -1.4 | 1.1 | 2 | -7 | 23 | 4 | 1 | 101 | 7
34 | CN(C)C(CNC(=O)CNC(=O)c1ccc2ccccc2c1)c1ccccc1 (centres undefined) | 0 | 1.1 | 1.4 | -4 | 2 | 59* | 3 | -6 | 95 | -6
35 | C[n+]1cccc(C(=O)N/N=C/c2ccc3c(c2)OCO3)c1 | 1 | 1.7 | -0.8 | -5 | -7 | -12 | -6 | -1 | 97 | -11
36 | Cc1ccc(CCNc2ccccc2)c[n+]1[O-] | 4 | -1.9 | -1.8 | -6 | 4 | 2 | 3 | 11 | 104 | 11
37 | CCOC(=O)c1ccc(NC=C2C(=O)OC3(CCCCC3)OC2=O)cc1 | / | -3.0 | 0.7 | 2 | -1 | 27 | 1 | 1 | 105 | 15
38 | CC(=O)c1ccc(N2CCN(C(=S)Nc3cccc(F)c3)CC2)cc1 | -1 | -3.1 | 0.3 | -2 | -7 | -25 | -4 | -5 | 91 | 18
39 | Cc1cc(/C=C2/NC(=O)NC2=O)c(C)n1C | -3 | -1.2 | 0.4 | -4 | 0 | 6 | 2 | 0 | 84 | 8
40 | CCn1c(CNC(=O)c2ccco2)nnc1SCC(=O)Nc1ccc(Br)cc1F | / | -1.9 | -0.7 | 0 | -5 | -3 | -2 | 1 | 103 | 9
41 | Cc1ccc(/C=N/N2CCN(Cc3ccc(C)cc3)CC2)cc1 | 2 | -0.8 | -0.1 | 4 | -6 | 15 | -1 | -2 | 99 | 4
42 | COc1ccc(NC(=O)Cc2c(Cl)cccc2Cl)cn1 | 0 | -2.0 | -0.4 | 1 | -3 | 6 | 0 | -1 | 98 | 11
43 | O=C(NN=C1CCCCCC1)c1ccc(Cl)s1 | 9 | 0.9 | -2.3 | 0 | -3 | 4 | -5 | 2 | 98 | -5
44 | O=C(CONS(=O)(=O)c1ccc(Cl)cc1)NCCNc1ncc(C(F)(F)F)cc1Cl | 0 | 5.0 | -0.1 | 2 | -7 | 19 | -2 | -8 | 97 | -36
45 | NC(=O)c1ccsc1NC(=O)COC(=O)c1c(F)cccc1Cl | 22 | -0.7 | 1.9 | -2 | -4 | 0 | 4 | -3 | 107 | 3
46 | O=C(Nc1cccnc1)C1OCCc2ccccc21 (centres undefined) | / | -3.2 | 0.9 | -1 | 0 | -5 | 1 | 0 | 106 | 14
47 | O=C(c1cnn2c1NC(c1ccc(Br)cc1)CC2C(F)(F)F)N1CCN2CCCC2C1 (centres undefined) | -3 | -0.4 | 0.4 | 5 | -2 | -2 | 10 | -14 | 118 | 2
48 | Cc1nnc(N(Cc2ccco2)C(=O)c2ccc(C#N)cc2)s1 | 4 | -1.1 | -2.1 | -2 | -2 | 18 | -3 | -3 | 100 | 5
49 | CCOc1cccc(-c2nnc3n2N=C(c2cc(OC)ccc2OC)CS3)c1 | 3 | -1.3 | 0.6 | 0 | -8 | -3 | -2 | 2 | 109 | 7
50 | N#Cc1c(N(CCO)CCO)nc(N)c2c(N)nc3c(c12)CC(=O)N3CC1CCCO1 (centres undefined) | 0 | -0.8 | 0.6 | -3 | -5 | 18 | 1 | 0 | 92 | 4

Part of the list above, field by field:
38) CC(=O)c1ccc(N2CCN(C(=S)Nc3cccc(F)c3)CC2)cc1
  Wnt act: -1
  MOR-DOR ag: -3.1
  C-LANA FP: 0.3
  Keap1-Nrf2 PPI: -2
  RTF Ca sens inh: -7
  Arrestin-AP2 inh: -25
  V-ATPase pHluor: -4
  cardiac RTF act: -5
  DSG3 Ab inh: 91
  OPRM1-OPRD1 inv: 18

44) O=C(CONS(=O)(=O)c1ccc(Cl)cc1)NCCNc1ncc(C(F)(F)F)cc1Cl
  Wnt act: 0
  MOR-DOR ag: 5.0
  C-LANA FP: -0.1
  Keap1-Nrf2 PPI: 2
  RTF Ca sens inh: -7
  Arrestin-AP2 inh: 19
  V-ATPase pHluor: -2
  cardiac RTF act: -8
  DSG3 Ab inh: 97
  OPRM1-OPRD1 inv: -36
